Screening results (PubChem BioAssay)
SRC1 TRFRET art: TR-FRET artefact, counter-screen to PPARgamma/SRC-1 agonist assay | TR-FRET detection artefact counter-screen, emission ratio; hits give high values | TR-FRET ratio at 8 µM | actives 0.34% (n = 99,000) | AID 1051; in the data active means TR-FRET ratio above about 2300; further: inactives centre near 1800; reference of the scale not given here
SRC3 TRFRET art: flags TR-FRET format artefacts in PPARgamma SRC-3 recruitment agonist screen | TR-FRET ratio at 8 µM | TR-FRET artefact counter-screen, PPARgamma/SRC-3 format; hits give high values | actives 0.39% (n = 99,000) | AID 1048; in the data active means TR-FRET ratio above about 2000; further: inactives centre near 1600; reference of the scale not given here
Active calls of the source: *. The list is partial. The share of hits here may be higher or lower than overall.

SMILES	SRC1 TRFRET art	SRC3 TRFRET art
COc1cc([N+](=O)[O-])cc(/C=N/NC(=O)c2ccc(NC(=O)c3ccc(C)cc3)cc2)c1O	1930	1535
COc1cc(OC)nc(/N=C/N(C)C)n1	1872	1555
Cc1ccc(-n2c(SCC(=O)N3CCCc4ccccc43)nnc2-c2cccnc2)c(C)c1	1881	1675
CC1CC1c1ccc(/C=C(\C#N)C(=O)Nc2ccc(Cl)cc2)o1 (centres undefined)	1950	1509
O=C(CSc1nnc(-c2ccc3c(c2)OCO3)n1-c1ccccc1)c1ccc(Cl)cc1	2111	1432
CCN1C(=O)/C(=C\c2cn(-c3ccccc3)nc2-c2cccnc2)SC1=S	1851	1802
O=C(CSc1ccc(-c2ccc(F)cc2)nn1)N1CCCc2ccccc21	1469	1429
Cc1ccc(NC(=O)CCl)cc1S(=O)(=O)N1CCCCCC1	1954	1640
CCOC(=O)N1CCN(C(=O)CN(c2ccccc2)S(C)(=O)=O)CC1	1911	1473
CCc1ccc(N(C(=O)Cn2nnc(-c3ccccc3)n2)C(C(=O)NC2CCCCC2)c2ccccn2)cc1 (centres undefined)	1828	1575
O=C(N/N=C/c1cn(-c2ccccc2)nc1-c1cccs1)c1ccccc1F	1930	1504
Cc1ccc(C(=O)NCc2n[nH]c(=S)n2-c2ccccc2)cc1[N+](=O)[O-]	1804	1752
COC(=O)Nc1ccc(S(=O)(=O)Nc2cnc3ccccc3n2)cc1	1747	1447
CCN(Cc1ccccc1)C(=O)c1ccc(SC)cc1OC	1590	1471
CC(C(=O)Nc1ccccc1)N(C)CCOc1ccc(Br)cc1 (centres undefined)	1606	1516
COc1ccc(C2c3[nH]c4ccccc4c3CCN2CCCn2cccn2)cc1C (centres undefined)	1664	1576
O=C(CN1CCN(C(=O)c2ccco2)CC1)Nc1ccc(Cl)c(S(=O)(=O)N2CCOCC2)c1	1861	1736
CN(Cc1ccccc1)C(=S)Nc1ccc(OC(F)F)cc1	1822	1510
NC(=O)c1ccc(NC(=O)COC(=O)CCc2ccc(S(=O)(=O)N3CCCCC3)cc2)cc1	1852	1829
CCOCC(=O)Nc1ccc([N+](=O)[O-])cc1OC	1756	1676
COc1ccc(OC)c(NC(=O)COC(=O)CSc2ccc(Cl)cc2)c1	1767	1492
COc1ccc(NC(=O)C2(c3cccs3)CCOCC2)cc1	2037	1686
CSc1nc2c(c(=O)[nH]1)C(c1ccc(Cl)cc1)CC(=O)N2 (centres undefined)	1868	1615
CCOC(=O)c1c(NC(=O)CNC2CCCCC2)sc(C)c1C	1826	1490
NC(=S)N=Nc1c(O)[nH]c2ccc(F)cc12	1862	1612

Additional structures.
SMILES	SRC1 TRFRET art	SRC3 TRFRET art
CN(C)C(=O)NC1C=CS(=O)(=O)C1 (centres undefined)	1794	1663
C/C(=N\Nc1cc(C(F)(F)F)ccc1Cl)c1ccccc1O	2034	1478
Cc1ccc(-n2cc(CN3CCN(c4ccccn4)CC3)c(-c3ccc(F)cc3)n2)cc1	1860	1575
COc1ccc(C(=O)NC(=S)Nc2nnn(C)n2)cc1	2008	1744
CCC(=O)Oc1ccc2oc(=O)cc(C)c2c1	1593	1632
O=c1c2cc3c(=O)n(-c4ccccc4O)c(=O)c3cc2c(=O)n1-c1ccccc1O	1766	1728
CCN(CC)c1ccc(C(=O)NC(=S)N2CCN(Cc3ccc4c(c3)OCO4)CC2)cc1	1843	1736
Brc1ccc(/C=N/Nc2ccccn2)cc1	1826	1595
O=S(=O)(NCc1cccs1)NCc1ccccc1F	1898	1534
CCC1CCCCN1C(=O)CCc1nnc(C2CCCCC2)o1 (centres undefined)	1848	1488
COc1ccc2c(=O)c(-c3ccc4c(c3)OCO4)coc2c1	1670	1533
O=C(Cc1coc(-c2ccc(F)cc2)n1)NCc1ccccc1	1807	1363
CCc1nn(CC(=O)NCCN2CCN(C)CC2)c(=O)c2cc3occc3n12	1728	1696
Cc1cc(OCC(O)CN2C(C)CCCC2C)ccc1C(C)C (centres undefined)	1808	1589
CC(=O)C1=C(C)NC(C)=C(C(C)=O)C1c1ccccc1	1443	1455
Cc1ccccc1Cn1c(=O)sc2ccccc2c1=O	1841	1437
COc1ccc(-c2[nH]c3ccccc3c2SCCNC(=O)c2ccccc2)cc1	2021	2781*
CN(C)C(=O)CN1CCN(C(=O)CCl)CC1	1664	1601
Fc1cccc(Cl)c1CNn1cn[nH]c1=S	1631	1461
Cc1nc2ccccc2c(C)c1C(=O)c1ccc(F)cc1	1401	1277
Cc1ccc(S(=O)(=O)Oc2ccc(/C=C(/NC(=O)c3ccccc3)C(=O)NCC(=O)O)cc2)cc1	1869	1447
Cc1ccccc1NC(=S)N(CCc1c(C)[nH]c2ccc(F)cc12)Cc1ccncc1	1705	1486
O=C(CCn1cccc1)N1CCc2ccccc21	1933	1700
CCCCC1(CC(=O)OCC)C(=O)N(c2ccccc2)N(c2ccccc2)C1=O	1703	1491
O=C(CSc1nc2ccccc2c(=O)n1-c1ccc(F)cc1F)c1c[nH]c2ccccc12	1438	1421

Of the compounds above, 2 have two or more sulfur atoms:
SMILES	SRC1 TRFRET art	SRC3 TRFRET art
CCN1C(=O)/C(=C\c2cn(-c3ccccc3)nc2-c2cccnc2)SC1=S	1851	1802
O=S(=O)(NCc1cccs1)NCc1ccccc1F	1898	1534

Next section.
SMILES	SRC1 TRFRET art	SRC3 TRFRET art
O=c1c(Cl)c(NCc2ccc(F)cc2Cl)cnn1C12CC3CC(CC(C3)C1)C2	1883	1707
Cc1cccc(C)c1OCc1nc2ccccc2[nH]1	1684	1481
CC(C)OC(=O)CSc1nc(Cc2ccccc2)nc2ccccc12	1890	1741
CCN(CCCNc1ncnc2nc[nH]c12)c1cccc(C)c1	2039	1618
O=C(O)c1cc(-c2cccs2)nn1-c1cccc(Cl)c1	1898	1777
Cc1nnc(N/N=C/c2ccccc2O)n1N	2072	1669
COc1ccc(Cl)cc1NC(=O)[C@@H]1CCCN1C(=O)c1cccs1	1942	1524
CCCCCCCCOC(=O)/C=C/c1c(C)[nH]c(=O)[nH]c1=O	1906	1551
CCc1ccc(OCC(=O)NNC(=O)c2cc3ccccc3o2)cc1	1928	1678
Cc1cccn2c(CNCCCn3ncc4ccccc43)c(C(=O)N3CCCCC3)nc12	1590	1548
CN(C)c1ccc(NS(=O)(=O)c2cc(Cl)ccc2Cl)cc1	1703	1572
C#CCOCCOCCOCCNc1nc(N2CCN(C(=O)[C@H](CCC(=O)O)n3cc(C(N)CO)nn3)CC2)nc(N2CCN(C(=O)[C@H](Cc3cc4ccccc4[nH]3)n3cc(C(N)[C@H](C)CC)nn3)CC2)n1 (some centres undefined)	1647	1556
CCCCC(=O)Nc1cccc(NC(=S)NC(C)=O)c1	1835	1663
CCOC(=O)c1sc(Nc2nc3c(F)cccc3s2)cc1C	1542	1601
COc1cc(NS(=O)(=O)c2ccc(NC(=O)/C(=C/c3ccccc3Cl)NC(=O)c3ccccc3)cc2)nc(OC)n1	1677	1477
COc1ccc(S(=O)(=O)N2CCC(C(=O)N3CCc4ccccc4C3)CC2)cc1OC	1889	1478
CN(CC1CCOCC1)C(=O)CC1C(=O)NCCN1C/C=C/c1ccccc1 (centres undefined)	1528	1566
CCC(CC)C(=O)OCC(=O)Nc1cccc([N+](=O)[O-])c1	1980	1740
CC(C)(Oc1ccc(Cl)cc1)C(=O)N(Cc1ccccc1)c1ccccn1	1726	1385
COCCN1C(=O)CC(NNC(=O)c2ccc(S(=O)(=O)N3CCCC3)cc2)C1=O (centres undefined)	1689	1521
O=C(NCc1ccccc1)C(=O)NCC(c1ccco1)N1CCOCC1 (centres undefined)	1690	1474
C/C(=N\NC(=O)c1ccccc1F)c1ccc2c(c1)Nc1ccccc1S2	2065	1738
COc1ccc(S(=O)(=O)NCC2CCCN(C(=O)c3cccs3)C2)cc1 (centres undefined)	1973	1370
COc1ccc(NC(=O)c2ccc(OC)cc2)cc1	1642	1422
COc1ccc(S(=O)(=O)N(C)C)cc1NC(=O)COC(=O)CC1CCCC1	1771	1586

Three entries drawn at random from the list so far, as already listed:
SMILES	SRC1 TRFRET art	SRC3 TRFRET art
Cc1nnc(N/N=C/c2ccccc2O)n1N	2072	1669
CCN(CCCNc1ncnc2nc[nH]c12)c1cccc(C)c1	2039	1618
COc1ccc(S(=O)(=O)NCC2CCCN(C(=O)c3cccs3)C2)cc1 (centres undefined)	1973	1370

(listing goes on)
SMILES	SRC1 TRFRET art	SRC3 TRFRET art
CCC(C)(C)NC(=O)CN(Cc1ccccc1Cl)C(=O)CCC(=O)Nc1cc(C)ccn1	1723	1715
O=C(NC1CC1)C1CCN(C2CCN(C(=O)Cc3ccc4c(c3)OCO4)CC2)CC1	1893	1630
Cc1ccccc1CSCc1ccc(C(=O)NCCCN2CCOCC2)o1	1718	1588
Cc1cc(NC(=O)c2noc3c2CCc2ccccc2-3)n(-c2ccccc2)n1	2016	1462
COc1cccc(-n2nc(C(C)=O)c(=O)[nH]c2=O)c1	1388	1467
O=C1/C(=C\c2ccc(Br)o2)Cc2ccccc21	1750	1552
CCOc1ccc2nc(SCC(=O)NCc3ccc(OC)c(OC)c3)[nH]c2c1	1840	1513
Cc1cccc2cc(CN(CCCO)C(=O)Nc3ccc(Cl)cc3)c(=O)[nH]c12	1790	1498
CCCc1ccc(Oc2cn[nH]c2-c2ccc(O)c(C)c2O)cc1	1848	1309
COC(=O)CN(C#N)c1nc(NC(C)C)nc(NC(C)C)n1	1939	1622
O=S(=O)(Nc1ccccn1)c1ccc(Cl)cc1	1630	1311
Cc1cccc(C)c1N1CCN(c2n[nH]c(N)n2)CC1	1717	1492
Cn1c2ccccc2n2c(=O)c(Cl)c(-c3ccccc3)c(C#N)c12	1899	1504
Clc1ccccc1C1=CC(c2ccco2)n2nnnc2N1 (centres undefined)	1853	1859
CCOC(=O)c1cc(-c2ccccc2)n(CCC(=O)N2CCN(c3ccc(OC)cc3)CC2)c1C	1860	1436
COc1ccc(/C=C/C(=O)c2ccc(OC)cc2OC)cc1	1783	1629
CC(c1n[nH]c(=S)n1-c1ccccc1)N1CCCCC1 (centres undefined)	1846	1479
Cc1cc(C(=O)CN2CCC(C)CC2)c(C)n1-c1ccc(F)cc1	1820	1792
COC(=O)/C(C#N)=C/c1c[nH]c2ccccc12	1801	1582
Nc1nn2c(C(F)(F)F)cc(=O)[nH]c2c1N=Nc1cccc(F)c1	1863	1782
Cc1ccccc1OCc1nc(-c2ccc(NC(=O)c3cccs3)cc2)no1	1770	1963
Cc1ccc(-n2c(SCC(=O)NCc3ccco3)nc3nc4c(cc3c2=O)COC(C)(C)C4)cc1	1575	1436
COc1ccc(NC(=O)c2sccc2-n2cccc2)cc1	1940	1618
COCCN(C(=O)CCC(=O)Nc1cc(C)on1)C(C(=O)NC1CCCC1)c1ccccc1C (centres undefined)	1594	1601
COc1cccc(C(=O)NNC(=O)Cc2cccs2)c1	1950	1667

Single records (already shown).
COc1ccc(NC(=O)c2sccc2-n2cccc2)cc1 in the list: SRC1 TRFRET art: 1940; SRC3 TRFRET art: 1618
Fc1cccc(Cl)c1CNn1cn[nH]c1=S in the list: SRC1 TRFRET art: 1631; SRC3 TRFRET art: 1461

Back to the main list, repeating the 2 entries before the break.
SMILES	SRC1 TRFRET art	SRC3 TRFRET art
COCCN(C(=O)CCC(=O)Nc1cc(C)on1)C(C(=O)NC1CCCC1)c1ccccc1C (centres undefined)	1594	1601
COc1cccc(C(=O)NNC(=O)Cc2cccs2)c1	1950	1667
Oc1ccc(Nc2ncnc3scc(-c4ccccc4)c23)cc1	1627	1487
Cc1ccccc1OCC(=O)NNC=O	1657	1533
CCN(CC)S(=O)(=O)c1ccc(Cl)c(NC(=O)COc2ccc3c(C)cc(=O)oc3c2)c1	1576	1404
C=CCNC(=S)NCCCCC1NC(=S)N(CC=C)C1=O (centres undefined)	2001	1516
Cc1ccc([N+](=O)[O-])cc1S(=O)(=O)Nc1ccc(C(=O)N(C)C)cc1	1979	1856
CCC(C)NC(=O)Cn1c(COc2ccc(Cl)cc2Cl)nc2ccccc21 (centres undefined)	1803	1565
Cc1cc(C)c2cc(CN(Cc3ccco3)C(=O)NCc3ccccc3)c(=O)[nH]c2c1	1907	1662
Cn1c(SCC(=O)Nc2cccc(S(=O)(=O)N3CCOCC3)c2)nnc1-c1ccncc1	1611	1546
COc1cc(OC)c(NS(=O)(=O)c2cc(C(=O)OC(C)C(=O)NC3CC3)c(Cl)cc2Cl)cc1Cl (centres undefined)	2207	1590
CCOc1ccc(C(C)=O)cc1CN1C(=O)C(=O)N(CC)C1=O	1862	1483
Cc1cc(C)c(C(N)=O)c(SCC(=O)c2cc(C)c(C)cc2C)n1	1920	1404
O=C(CSc1nc(-c2ccccc2)cs1)NCCN1C(=O)CSC1=O	1955	1697
O=C(Nc1cccc(Cl)c1)OCc1cn(-c2ccccc2)nn1	1697	1634
Cc1c(N2C(=O)C(=O)/C(=C(/O)c3ccc(Br)cc3)C2c2cccnc2)c(=O)n(-c2ccccc2)n1C (centres undefined)	2038	1599
COCCn1c(-c2ccccc2)cnc1SCC(=O)Nc1cccc2ccccc12	1632	1465
Cc1cccc(NC(=O)c2csnn2)n1	1884	1478
COc1c(OC(C)=O)ccc(/C=C/c2ccc3cccc(OC)c3n2)c1[N+](=O)[O-]	1628	1400
O=C1OCCN1CC(=O)N1CCc2c([nH]c3ccccc23)C1c1ccccn1 (centres undefined)	1778	1816
CC(=O)Nc1ccc(NC(=O)C(C)OC(=O)CNS(=O)(=O)c2cccc(Cl)c2)cc1 (centres undefined)	1668	1509
O=C(Nc1ccc(F)cc1)C1CCCO1 (centres undefined)	2019	1555
Cc1ccc(NC(=O)OCCN2CCN(Cc3ccccc3)CCC2=O)cc1	1771	1338
CCNC(=S)N/N=C(\C)c1ccc2ccccc2c1OC(F)F	1644	1414
